Source: PubChem BioAssay
DAT uptake mod = changed human dopamine transporter uptake under cocaine IC80; LLC-PK1 hDAT cells, [14C]-dopamine uptake with cocaine IC80; actives deviate in either direction; B-score at 10 µM; 1.3% of 110,000 active;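 active means Z score or B-score, a plate-position-corrected score, falls beyond the plate's 99.7% confidence bounds, in either direction; inactive means both scores lie inside the 99.7% bounds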;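 further: scored against the spread of the other compound wells on the same plate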
MT1-MMP txn act = MT1-MMP promoter transcription activation; activation factor at 10 µM; HT1080 MT1-MMP promoter luciferase reporter, luminescence, overnight; active compounds read high; AID 750; 0.16% of 86,000 active;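 active means activation factor of at least 2 for MT1-MMP transcription at 10 µM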
Calb biofilm kill = kills Candida albicans biofilms. C. albicans biofilm + clotrimazole, Alamar Blue. inhibition, % at 6 µM. 0.14% of 85,000 active. AID 834;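 active means inhibition above 20%; inactive means inhibition below 20%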;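 further: preformed 24 hr biofilms exposed to compound for 48 hr; 0% = biofilm without compound and 100% = blank killed by clotrimazole plus chlorhexidine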
cytoskel mod = modifiers of cytoskeleton assembly; HUVEC TNFa F-actin phalloidin imaging, high content; inhibition, % at 2 µM; 0.18% of 91,000 active;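 active means inhibition above the batch mean plus 3 SD and confirmed as a hit by visual image inspection, cut at about 30% in these data, passing the limit was not always enough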; further: strong numbers were not always called active
HUVEC tox IL1B = HUVEC cytotoxicity counter-screen, IL-1B stimulated | HUVEC cell count loss, Hoechst imaging | cell count reduction, % at 2 µM | 0.41% of 94,000 active;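 active means cell count reduction more than 3 SD above the screen-wide mean, cut at about 70% in these data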;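 further: normalized per plate to untreated control cells as the no-loss baseline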
HUVEC tox TNFa = toxic to HUVEC cells under TNF alpha stimulation; HUVEC TNFalpha-stimulated, Hoechst cell count, imaging; cell count reduction, % at 2 µM; 0.17% of 93,000 active; AID 848;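 active means cell count reduction exceeding the screen mean by over 5 SD, scaled to untreated wells per plate, cut at about 78% in these data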;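 further: cells counted after 24 h of TNF alpha exposure following the 1 h pretreatment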
PTPN22 inh 2 = LYP (human) phosphatase inhibition; Q9Y2R2; recombinant LYP catalytic domain, DiFMUP fluorescence; inhibition, % at 2 µM; 0.21% of 96,000 active; AID 640;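 active means inhibition at 2 µM at or above a set limit, the screen mean plus 3 SD, cut at about 24% in these data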;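 further: 0% = DMSO with enzyme and 100% = enzyme fully blocked by orthovanadate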
Target sequence (Q9Y2R2 whole entry, looked up, the tested form may be a part): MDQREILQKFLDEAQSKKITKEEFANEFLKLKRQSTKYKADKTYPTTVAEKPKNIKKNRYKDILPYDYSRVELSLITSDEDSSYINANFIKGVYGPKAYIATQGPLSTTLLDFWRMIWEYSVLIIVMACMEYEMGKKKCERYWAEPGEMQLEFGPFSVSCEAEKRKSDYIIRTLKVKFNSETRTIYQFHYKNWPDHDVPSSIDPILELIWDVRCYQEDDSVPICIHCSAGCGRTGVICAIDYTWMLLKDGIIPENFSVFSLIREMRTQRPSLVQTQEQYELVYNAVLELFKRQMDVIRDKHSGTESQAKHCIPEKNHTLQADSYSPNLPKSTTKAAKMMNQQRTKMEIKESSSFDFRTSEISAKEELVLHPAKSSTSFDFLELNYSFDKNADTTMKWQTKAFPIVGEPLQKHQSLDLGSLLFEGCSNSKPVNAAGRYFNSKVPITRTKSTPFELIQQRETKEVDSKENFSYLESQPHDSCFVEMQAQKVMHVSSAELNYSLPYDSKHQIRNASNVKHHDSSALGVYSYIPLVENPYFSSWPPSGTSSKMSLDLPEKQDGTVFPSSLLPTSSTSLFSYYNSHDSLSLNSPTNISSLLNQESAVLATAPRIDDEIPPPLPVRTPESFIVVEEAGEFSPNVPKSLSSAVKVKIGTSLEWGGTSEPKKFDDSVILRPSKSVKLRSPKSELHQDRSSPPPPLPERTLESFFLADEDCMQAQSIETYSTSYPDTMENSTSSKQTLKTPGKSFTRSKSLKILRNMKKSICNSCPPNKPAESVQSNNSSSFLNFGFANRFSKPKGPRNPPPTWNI
VCAM1 TNFa inh = reduces TNF alpha induced VCAM1 expression in HUVEC. HUVEC TNFa-induced VCAM-1 immunofluorescence, high-content imaging. inhibition, % at 2 µM. 0.48% of 95,000 active;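 active means inhibition above the batch mean plus 3 SD, with images confirmed as a hit by eye, cut at about 37% in these data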;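 further: 0% = TNF-stimulated DMSO wells and 100% = unstimulated control wells; not every result past the cut was called active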
Smad3 inh = Smad3 (human) transcription factor binding inhibition; inhibition, % at 25 µM; TR-FRET Smad3/Dy647-FoxH1 peptide binding, europium anti-His; AID 630; P84022; 0.29% of 88,000 active;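 active means compounds that reduce the energy-transfer binding signal between the protein and its labelled peptide by more than half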;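 further: 0% = Smad3 plus labelled peptide maximal FRET and 100% = peptide-only background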
An asterisk follows results filed as active; . = not tested or not shown; & = joins results of further samples; [ ] = remark or other dose. An excerpt. The share of hits here may be higher or lower than overall.

SMILES,DAT uptake mod,MT1-MMP txn act,Calb biofilm kill,cytoskel mod,HUVEC tox IL1B,HUVEC tox TNFa,PTPN22 inh 2,VCAM1 TNFa inh,Smad3 inh
CC1(C)CC(=O)C(C=NCCN2CCOCC2)=C(O)C1,-1.3,1.1,4,0,-31,-36,-8,-24,-4
Cc1c(C(=O)NCCN2CCOCC2)oc2ccccc12,-0.91,1.3,10,20,-37,-34,-12,19,6
CCCC(=O)NC(C)C(c1cccs1)N1CCN(C)CC1 (stereo unspecified),-0.39,1.1,8,-9,-6,-4,-4,6,5
Cc1ccsc1-c1nc(-c2ccccc2)c(-c2ccccc2)[nH]1,-0.58,.,.,14,-7,-1,4,0,.
O=C(C1CCCN1S(=O)(=O)c1ccc(Cl)c(Cl)c1)N1CCCCC1 (stereo unspecified),-0.62,1,6,.,-76,-17,-14,-7,-3
CS(=O)(=O)n1nc(-c2ccc(Cl)cc2)nc1SCc1ccccc1,0.41,1.6,-4,-23,-39,16,4,5,-4
COC(=O)CNC(=O)COC(=O)c1cc(F)c(F)cc1Cl,-0.42,.,.,-4,8,-27,15,17,.
CCOC(=O)C1C(=O)NC(N2CCCCC2)=NC1c1ccco1 (stereo unspecified),-0.8,1,4,-16,2,12,6,97*,-4
CC(=O)Nc1cc(C(=O)N2CCCC2)ccc1S(=O)(=O)c1ccc(Cl)cc1,-1,1.1,3,-2,-11,-8,-24,9,-6
Cc1nnc(NCc2ccncc2)c2ccccc12,0.48,1.1,3,-79,-11,-7,-4,10,4
Cc1ccc(Nc2nc3c([nH]2)c(=O)n(C)c(=O)n3C)cc1,-0.7,1.2,2,-17,15,4,-8,36,12
COc1ccc(/C=N/NC(=O)COc2ccccc2-c2ccccc2)cc1,-1.2,.,.,-39,19,59,11,2,.

Next part.
SMILES,DAT uptake mod,MT1-MMP txn act,Calb biofilm kill,cytoskel mod,HUVEC tox IL1B,HUVEC tox TNFa,PTPN22 inh 2,VCAM1 TNFa inh,Smad3 inh
CCc1ccc(C(=O)CN(C#N)c2nc(C)cc(C)n2)cc1,0.76,1.2,4,-2,-12,-26,-4,13,-1
O=c1[nH]c2ccc(S(=O)(=O)N3CCN(C4CCCCC4)CC3)cc2[nH]c1=O,-0.25,1.1,-6,15,3,-2,-1,-12,6
O=C(CSc1nc(-c2cccs2)cc(C(F)(F)F)n1)NCc1ccccc1,-0.039,1.2,5,4,-21,-20,-8,11,-6
O=C(Cc1ccc(Cl)cc1)NCCN1CCCC1,-0.0059,1.2,-2,14,5,-17,5,-3,-5
COC(=O)COC(=O)c1ccc(-n2nnnc2SC)cc1,-0.95,1.1,4,17,-3,7,5,2,-2
COc1ccc(C2=NOC(C(=O)NCC(C)C)C2)cc1 (stereo unspecified),0.45,1.7,-7,.,.,.,0,.,3[fluorescence artefact?]
O=C(CCCN1C(=O)CCC1=O)Nc1ccc(Cl)c(C(F)(F)F)c1,0.11,0.9,2,-4,-38,-17,8,-1,-1
Cc1c(C(=O)Nc2ccncc2)sc2nc(-c3ccccc3)cn12,-0.01,1,3,.,.,.,.,.,3
CCN1CCN(C(c2cccs2)C(C)NC(=O)NC2CCCCC2)CC1 (stereo unspecified),-1.1,.,5,3,0,-8,6,-15,5
O=c1oc2ccccc2cc1-c1nnc(-c2cccc(Br)c2)o1,-0.95,1.2,9,.,.,.,.,.,-17
CCCCCCSc1nc(O)c(C2OC(=O)c3c2ccc(OC)c3OC)c(=O)n1CC (stereo unspecified),-0.68,1.2,1,2,-4,-1,1,4,1
CSc1cc(-c2ccc(Cl)cc2)c(C(=O)N2CCCC2)s1,0.97,.,.,8,-44,-2,14,-3,.

Other results.
SMILES,DAT uptake mod,MT1-MMP txn act,Calb biofilm kill,cytoskel mod,HUVEC tox IL1B,HUVEC tox TNFa,PTPN22 inh 2,VCAM1 TNFa inh,Smad3 inh
CC(=O)N1CSCC1C(=O)N1CCN(c2ccc(N3CCOCC3)nn2)CC1 (stereo unspecified),-0.018,1.1,5,3,11,9,-4,16,-2
CC(=O)c1ccc(OCC(O)CN2CCN(Cc3ccc4c(c3)OCO4)CC2)cc1 (stereo unspecified),-0.8&-0.22,1.1,-1,-22,-13,-22,-6,23,-5
Cc1occc1C(=O)Nc1cccc(C(=O)O)c1,-0.056,.,.,-4,-11,-13,13,-10,.
Cc1cccc(S(=O)(=O)C(C#N)c2nc3ccccc3nc2N2CCCC2)c1 (stereo unspecified),2.4,1,1,.,.,.,-6,.,3
COCCNC(=O)Cn1cnc2ccc(S(=O)(=O)N3CCC(C)CC3)cc2c1=O,-0.27,1,-1,-4,-49,2,-7,9,-1
CC1CCCCN1S(=O)(=O)c1ccc2c(c1)CCN2C(=O)C1CCC1 (stereo unspecified),-0.026,1.2,10,-6,-10,-24,-1,4,5
O=C(CC(NS(=O)(=O)c1ccc(Cl)cc1)c1ccco1)NC1CCCC1 (stereo unspecified),-1.5,1.2,10,.,.,.,.,.,-6
CCOC(=O)c1nc(-c2ccccc2)oc1N(C)C,-0.6,1.1,8,.,.,.,.,.,-3
CCSCCNC(=O)c1cc(-n2cnnc2)ccc1Cl,-0.78,1.1,.,-23,20,8,-2,-6,10
Cc1cccc(OCc2nnc(SCc3nc4cc(C(F)(F)F)ccc4c(=O)[nH]3)o2)c1,1.3,1.3,7,26,-1,-23,-1,-12,8
O=S(=O)(c1ccc(F)cc1)n1ccc2cccnc21,0.94,.,.,-30,-6,4,10,4,.
FC(F)Sc1ccc(Nc2ncnc3nc[nH]c23)cc1,0.022,1.7,2,0,-30,-16,-13,2,13

New compounds follow.
SMILES,DAT uptake mod,MT1-MMP txn act,Calb biofilm kill,cytoskel mod,HUVEC tox IL1B,HUVEC tox TNFa,PTPN22 inh 2,VCAM1 TNFa inh,Smad3 inh
Cc1cccc(-n2c(N)cc(=O)nc2SC(C)C(=O)NC2CCCCC2)c1 (stereo unspecified),-0.6,1.3,-1,-6,-68,-9,6,7,5
CCOC(=O)C1CN(S(=O)(=O)c2cccc(C(F)(F)F)c2)c2cc(CC(=O)OC)ccc2O1 (stereo unspecified),0.07,.,.,-40,21,-17,-3,-11,.
COc1ccc(-c2cc(O)cc(O)c2)cc1,1.5,1,8,-2,-10,-9,9,1,7
O=C(NCc1ccc2c(c1)OCO2)C1CCC(CNS(=O)(=O)c2ccc(Cl)cc2)CC1 (stereo unspecified),-0.12,.,5,.,-6,-5,-2,-8,2
Cc1cc(C)c(OCCCCNCc2ccccc2)c(Cl)c1,0.22,.,.,-15,10,-3,-4,-13,.
CCCc1c(C)[nH]c2ccccc2c1=O,-0.11,.,-2,-9,.,-22,1,14,12
COc1ccccc1CNC(=O)C/C(C)=N/NC(=O)Cc1ccccc1,-0.98,.,.,-9,-15,-42,-3,6,.
COC(=O)c1oc2ccc(Br)cc2c1NC(=O)CN1CCN(C)CC1,-0.063,1.1,13,6,1,-11,-3,16,3
Cc1cc(C)c(S(=O)(=O)N2CCN(c3ccc([N+](=O)[O-])c(-n4nc(C)cc4C)c3)CC2)c(C)c1,0.044,.,.,-8,-11,.,4,-23,.
CC(C)(C)OC(=O)N1CCC(c2c(C(=O)O)cnn2-c2ccccc2Cl)CC1,1.9,1,7,19,-36,-34,8,-7,10
CCn1nnnc1SCC(=O)Nc1cccc(C)n1,-1.1,1.7,3,-10,-1,-3,-8,3,-18
CC(C)Cc1cc(C(=O)O)c2ccccc2n1,-0.097,1.2,5,3,-54,-24,-12,9,-6

Additional results:
SMILES,DAT uptake mod,MT1-MMP txn act,Calb biofilm kill,cytoskel mod,HUVEC tox IL1B,HUVEC tox TNFa,PTPN22 inh 2,VCAM1 TNFa inh,Smad3 inh
CN1CCCC1CCNS(=O)(=O)c1ccc(Br)cc1 (stereo unspecified),0.0093,1,5,-4,12,-5,8,-3,9[fluorescence artefact?]
COc1cc2[nH]c(=O)n(CCC(=O)N3CC=C(c4ccccc4)CC3)c(=O)c2cc1OC,-0.71,1,3,.,-13,-22,10,-2,5[fluorescence artefact?]
c1ccc(-c2noc(-c3ccc4ccccc4c3)n2)nc1,0.26,0.1,1,.,.,.,.,.,-9
COCCn1c(CN(C)Cc2ccccc2)nc2c1c(=O)n(C)c(=O)n2C,0.3,1.1,8,-7,4,-26,2,-2,-4
C=CCNCCCCOc1c(Cl)cc(C)cc1Br,1,.,.,8,22,-31,1,-17,.
CCOc1ccc(C2NC(=O)NC(C)=C2C(=O)OC)cc1C (stereo unspecified),1.1,1.2,3,5,8,3,-9,13,3
CCCCN1CC(O)=C(c2nc3ccccc3s2)C1=N,0.47,1.5,9,.,.,.,.,.,9
O=C(O)C1CCCCC1C(=O)Nc1cccc(C(=O)N2CCCCC2)c1 (stereo unspecified),0.59,1.1,3,3,-180,-5,-2,-2,-1
Cc1cc(NC(=O)COC(=O)C(Nc2ccc(C(F)(F)F)cc2Cl)C(C)C)no1 (stereo unspecified),0.2,1.1,3,-37,13,-12,-5,-2,-2
COc1ccc(S(=O)(=O)N2CCCC(C(=O)NC3CCCCC3)C2)cc1 (stereo unspecified),-0.39,1,2,6,2,.,5,.,11
Cc1nc2c(C(=O)N3CCCC3)cnn2c(C)c1Cc1c(F)cccc1Cl,-0.066,1.1,1,8,-19,-10,0,-2,-4
Cc1ccc(-c2c3c(=O)n(C)c(=O)n(C)c3cn2CCCN2CCOCC2)cc1,0.94,1.1,.,-19,11,3,0,8,.

(more compounds)
SMILES,DAT uptake mod,MT1-MMP txn act,Calb biofilm kill,cytoskel mod,HUVEC tox IL1B,HUVEC tox TNFa,PTPN22 inh 2,VCAM1 TNFa inh,Smad3 inh
O=C(Nc1cccc(Cl)c1)N1CCSc2cc(Cl)ccc21,0.45,.,.,0,-38,0,6,12,.
CC1=C(C(=O)OC(C)C)C(c2ccccc2Cl)CC(=O)N1 (stereo unspecified),-0.047,1.1,5,14,-17,-17,-1,26,7
CCn1c(-c2ccc(N(C)C)cc2)nc2ccccc21,-0.074,0.9,10,-41,40,8,-4,-3,2
CC1C2CC(C(CN(C)C)/C2=N/O)C1(C)C (stereo unspecified),.,1.2,3,14,-1,-16,-1,4,-5[fluorescence artefact?]
Cn1c(=O)c2c(nc(SCC(=O)N3c4ccccc4CCc4ccccc43)n2C)n(C)c1=O,0.4,.,.,-17,8,46,7,8,.

Gathered by group: the compounds so far with an aryl thioether with sulfur outside any ring (10)
SMILES,DAT uptake mod,MT1-MMP txn act,Calb biofilm kill,cytoskel mod,HUVEC tox IL1B,HUVEC tox TNFa,PTPN22 inh 2,VCAM1 TNFa inh,Smad3 inh
CS(=O)(=O)n1nc(-c2ccc(Cl)cc2)nc1SCc1ccccc1,0.41,1.6,-4,-23,-39,16,4,5,-4
O=C(CSc1nc(-c2cccs2)cc(C(F)(F)F)n1)NCc1ccccc1,-0.039,1.2,5,4,-21,-20,-8,11,-6
COC(=O)COC(=O)c1ccc(-n2nnnc2SC)cc1,-0.95,1.1,4,17,-3,7,5,2,-2
CCCCCCSc1nc(O)c(C2OC(=O)c3c2ccc(OC)c3OC)c(=O)n1CC (stereo unspecified),-0.68,1.2,1,2,-4,-1,1,4,1
CSc1cc(-c2ccc(Cl)cc2)c(C(=O)N2CCCC2)s1,0.97,.,.,8,-44,-2,14,-3,.
Cc1cccc(OCc2nnc(SCc3nc4cc(C(F)(F)F)ccc4c(=O)[nH]3)o2)c1,1.3,1.3,7,26,-1,-23,-1,-12,8
FC(F)Sc1ccc(Nc2ncnc3nc[nH]c23)cc1,0.022,1.7,2,0,-30,-16,-13,2,13
Cc1cccc(-n2c(N)cc(=O)nc2SC(C)C(=O)NC2CCCCC2)c1 (stereo unspecified),-0.6,1.3,-1,-6,-68,-9,6,7,5
CCn1nnnc1SCC(=O)Nc1cccc(C)n1,-1.1,1.7,3,-10,-1,-3,-8,3,-18
Cn1c(=O)c2c(nc(SCC(=O)N3c4ccccc4CCc4ccccc43)n2C)n(C)c1=O,0.4,.,.,-17,8,46,7,8,.
